Screening data as filed in PubChem BioAssay.
AMA1 RON2 block: qHTS for Inhibitors of AMA1-RON; Towards Development of Antimalarial Drug Lead: Primary Screen; Potency, µM (series often up to 58.2 µM), inactives show at the highest dose activity change, negative = inhibition, most hits filed as inhibitors; actives 0.2% (n = 360,000); AlphaScreen AMA1-biotinylated RON2 peptide binding; Plasmodium falciparum AMA1 (3D7) - RON2 peptide interaction;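 note: potency is the fitted concentration of half-maximal effect; 0% = vehicle wells and -100% = peptide control; nearly all actives have a fitted effect of over 45% in size; some results filed as inactive show a strong effect at the top dose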
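AMA1 (3D7) with his tag at 25 nM final met compounds first, then biotinylated RON2 peptide at 25 nM; detection used donor plus acceptor beads, 10 µg/mL apiece, read by AlphaScreen after 30 min at room temperature.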
AmpC detergent: qHTS Inhibitors of AmpC Beta-Lactamase (assay with detergent); AmpC hydrolysis of nitrocefin, absorbance 480 nm, 0.01% Triton; AID 485294, 2010; actives 0.041% (n = 370,000); Potency, µM (highest dose often 114 µM), for inactives: top-dose activity change, negative = inhibition, actives largely listed as inhibitors;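 note: potency is the fitted concentration of half-maximal effect; 0% = no-compound wells and -100% = no-enzyme wells; nearly all actives have a fitted effect of over 25% in size; some results filed as inactive show a strong effect at the top dose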
Target sequence (P00811 whole entry, looked up): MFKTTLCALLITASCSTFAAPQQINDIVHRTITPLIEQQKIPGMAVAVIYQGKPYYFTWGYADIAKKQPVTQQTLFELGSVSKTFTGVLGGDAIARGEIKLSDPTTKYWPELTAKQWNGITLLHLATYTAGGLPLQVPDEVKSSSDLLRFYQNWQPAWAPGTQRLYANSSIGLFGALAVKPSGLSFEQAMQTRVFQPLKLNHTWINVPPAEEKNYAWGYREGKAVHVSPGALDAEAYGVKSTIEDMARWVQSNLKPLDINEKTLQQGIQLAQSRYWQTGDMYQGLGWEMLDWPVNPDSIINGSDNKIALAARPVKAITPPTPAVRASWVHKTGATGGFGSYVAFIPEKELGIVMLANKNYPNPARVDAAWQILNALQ
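AmpC (5.3 nM in the dispensed reagent) in 20 mM phosphate pH 7.0 with 0.01% (detergent screen) or 0.0001% Triton X-100 was preincubated with compounds for 15 min at room temperature. Nitrocefin was then added from an 800 uM solution, and hydrolysis was followed at 480 nm.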
Shiga inhibitor: A qHTS for Small Molecule Inhibitors of Shiga Toxin; inhibition, % at 38.7 µM; Vero cells, Shiga toxin protein synthesis inhibition reporter; actives 9.2% (n = 290,000); in the data active = inhibition mostly above about 28%, no sharp cut-off; inactive = mostly below about 43%; note: 0% is about no effect
HCMV antiviral: qHTS Assay for inhibitors of the human cytomegalovirus (HCMV). activity change, negative = inhibition, % at 57.5 µM. actives 4.5% (n = 410,000). HFF cells, HCMV-luciferase reporter, 72 h; active compounds read low; in the data active = activity change below about -60%; inconclusive = no clear call, values can overlap the other calls; inactive = above about -39%; note: % is set by controls: 0 for no effect and ±100 for the full control effect
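After 16 h attachment at 37C, HFF cells received test compound and HCMV-luciferase (1 PFU/cell); reporter luminescence read 72 h later, data normalized against buffer-only and known inhibitor Salinomycin.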
Cycloheximide cs: Cycloheximide Counterscreen for Small Molecule Inhibitors of Shiga Toxin | max response, % | cell reporter, cycloheximide protein synthesis inhibition counterscreen | actives 12% (n = 300,000); in the data active = max response mostly above about 13%, no sharp cut-off; inactive = mostly below about 14%; note: read at 38.3 µM for the half of the compounds with a filed dose; 0% is about no effect
AmpC no deterg: qHTS Inhibitors of AmpC Beta-Lactamase (assay without detergent) | actives 0.52% (n = 330,000) | P00811 | Potency, µM (titrated, usually from 57.1 µM), for the others: at the highest dose activity change, negative = inhibition, actives largely listed as inhibitors | AID 485341, 2010 | AmpC nitrocefin hydrolysis, absorbance 480 nm, 0.0001% Triton;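 note: potency is the fitted concentration of half-maximal effect; plate controls were no compound for no effect and no enzyme for full effect; nearly all actives have a fitted effect of over 20% in size; some results filed as inactive show a strong effect at the top dose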
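AmpC (5.3 nM in the dispensed reagent) in 20 mM phosphate pH 7.0 with 0.01% (detergent screen) or 0.0001% Triton X-100 was preincubated with compounds for 15 min at room temperature. Nitrocefin was then added from an 800 uM solution, and hydrolysis was followed at 480 nm.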
Giardia FBPA inh: qHTS Assay for Inhibitors of Fructose-1,6-bisphosphate Aldolase from Giardia Lamblia. Potency, µM (doses to about 59.6 µM), inactives show at the highest dose activity, negative = inhibition, hits mostly inhibitors. purified Giardia FBPA. actives 0.71% (n = 290,000). AID 2451, 2010; note: potency is the fitted concentration of half-maximal effect; % is set by controls: 0 for no effect and ±100 for the full control effect; nearly all actives have a fitted effect of over 55% in size
Target sequence (A8B2U2 whole entry, looked up): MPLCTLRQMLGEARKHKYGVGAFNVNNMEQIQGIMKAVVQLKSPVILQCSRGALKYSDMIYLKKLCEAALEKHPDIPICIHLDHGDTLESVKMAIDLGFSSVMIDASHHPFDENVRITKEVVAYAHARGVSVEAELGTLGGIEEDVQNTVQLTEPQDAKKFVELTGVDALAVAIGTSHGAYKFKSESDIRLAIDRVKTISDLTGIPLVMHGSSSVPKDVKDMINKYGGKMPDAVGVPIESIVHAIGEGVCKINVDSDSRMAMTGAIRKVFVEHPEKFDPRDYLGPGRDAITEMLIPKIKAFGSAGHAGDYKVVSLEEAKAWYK
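Giardia FBPA (40 nM reagent) was preincubated 10 min at RT with compound (up to 57.5 uM final), then substrate plus GAPDH/TPI/NAD/arsenate coupling system with diaphorase/resazurin was added; resorufin fluorescence (525/598 nm) was read after 20 min.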
Active calls of the source: *; ? = inconclusive; · = not tested or not shown; & = joins results of further samples; [ ] = dose if it differs, or a comment. Unless noted, calls come from the whole dose curve; as a rule, active = well fitted curve in the direction sought with a large enough effect; inconclusive = small, poorly fitted or top-dose-only effect, or another doubt; inactive = no such curve, though single readings can be large; an effect the other way counts as inactive or inconclusive.

SMILES	AMA1 RON2 block	AmpC detergent	Shiga inhibitor	HCMV antiviral	Cycloheximide cs	AmpC no deterg	Giardia FBPA inh
CCOC(=O)c1ccc(-c2ccc(/C=N/NC(=O)Cc3nnc(N)s3)o2)cc1	46%[activator]	-4%	52*	64	42*	-27%	-3%
CCOC(=O)N1CCN(C(=O)COC(=O)CN(C)S(=O)(=O)c2ccc(NC(C)=O)cc2)CC1	12%	7%	-20	-33	-4	57%	·
CC1(C)CC2CC(C)(CN2C(=O)C23CCC(C)(C(=O)O2)C3(C)C)C1 (stereo unspecified)	-6%	-17%	-11	38	10	70%[activator]	5%
COc1ccc2c(Cl)c(C(=O)N/N=C/c3ccc4c(c3)OCO4)sc2c1	21%	-15%	8	-39	6	-10%	2%
COCCN(Cc1cc2ccc(C)cc2n2nnnc12)Cc1nnnn1C(C)(C)C	5%	1%	-1	74	-6	-13%	4%
Cc1noc(C)c1CSCC(=O)Nc1cc(S(=O)(=O)N2CCOCC2)ccc1OCC(F)(F)F	-6%	0%	·	-15	·	25%	·
COc1ccc(NC(=O)CNC(=O)c2c(C)nn(C)c2Cl)cc1	-4%	?	-20	12	0	-40%	4%
Cc1ccccc1C(=O)Nc1cccc(-c2cn3ccccc3n2)c1	-3%	3%	42	-28	21*	-28%	-6%
O=C1NN=C(c2ccc(Cl)cc2)CC1c1cccc(Br)c1 (stereo unspecified)	-2%	-9%	9	-6	2	-29%	-5%
COC(=O)CSc1ncnc2c1sc1nc3c(cc12)COC(C)(C)C3	-4%	-1%	-3	-17	6	-3%[2.29 µM]	-5%
Cc1ccccc1OCCC(=O)OCC(=O)NC(C)c1ccccc1 (stereo unspecified)	12%	3%	-10	145	2	33%	3%
COc1ccc(C(=O)NCc2ccccc2CN2CCCC2)cc1S(=O)(=O)Nc1ccc(C)cc1	-5%	-14%	·	-11	·	99%[activator]	·
CSc1cccc(NC(=O)COc2ccccc2)c1	5%	-5%	61	-80*	40*	-19%	-3%
Cc1cc(C)n2c(SCC(=O)NCc3ccc4c(c3)OCO4)nnc2n1	-1%	5%	-9	-25	0	-21%	-2%
CCn1c(SCc2nc3scc(-c4ccccc4)c3c(=O)[nH]2)nnc1-c1ccc(Cl)cc1	11%	?	-1	-7	1	-33%	1%
COc1cccc(/C=N/NC(=O)c2c(C)nc3ccc(Br)cn23)c1O	?	4%	38	·	13	-18%	7%
COc1ccc(-c2csc(NC(=O)C3=COCCO3)n2)c(OC)c1	-15%	?	·	18	·	-9%	·
Cc1noc(C)c1S(=O)(=O)Nc1cccc(C(F)(F)F)c1	-7%	0%	-9	-7	-3	-3%	0%
COc1ccccc1[C@@H]1C(c2cccc(Cl)c2)=NN(c2ccccc2)[C@H]1C(=O)N1CCOC1=O	39%[activator]	-3%	12&-12	·	9&-3	-7%	-7%&-7%
Cc1onc(-c2ccccc2Cl)c1C(=O)NCCn1c(C)cc2ccccc21	-21%	-4%	-6	·	1	-19%	-10%
O=C(CNc1ccc(Br)cc1)c1ccc(Br)s1	-18%	-7%	23	-23	12	-37%	6%
CCc1nc2ccccc2n1CC(=O)N(C(C)CC)C1CCS(=O)(=O)C1 (stereo unspecified)	18%	?	-14	-35	0	9%	-17%
COCCN(C(=O)COC(=O)CCc1ccccc1)c1c(N)n(Cc2ccccc2)c(=O)[nH]c1=O	-7%	0%	·	-28	·	15%	·
O=C1CC(c2ccc(F)cc2)CC2=C1C=Nc1ccccc1N2 (stereo unspecified)	-17%	-1%	-14	-31	-5	-4%	6%
O=C1C=C(c2ccc3c(c2)oc2ccccc23)C[C@@H](c2ccc(Cl)cc2)C1	-8%	1%	·	-1	·	-16%	·
c1ccc(CCNc2nnnn2-c2ccccc2)cc1	-5%	?	30	-17	24*	-8%	6%
Cc1noc(C)c1CSc1nnc2ccccn12	-13%	2%	-23	-3	-3	-3%	3%
CN1c2ccccc2-c2nc3ccccc3n2C1c1ccccn1 (stereo unspecified)	65%[activator]	-13%	24	-15	21	-8%	?
CC(C)(C)c1ccc(C(=O)N2CCN(CCNC(=O)C(=O)Nc3ccc(F)cc3)CC2)cc1	-11%	-2%	-7	-23	6	146%[activator]	-9%
Cc1c(Br)cccc1NC(=O)c1sccc1-n1cccc1	-12%	-7%	-12	-30	13	-41%	-12%
COC(=O)c1cc(CN2CCN(c3ccccc3)CC2)ccc1O	-11%	?	·	4	-3	-1%	14%
CC(Oc1ccc2c3c(c(=O)oc2c1)CCCC3)C(=O)NC1CC(C)(C)NC(C)(C)C1 (stereo unspecified)	-9%	0%	-9	-18	2	-3%	·
CC(NC(=O)c1cccs1)C(=O)NC1=NCCS1 (stereo unspecified)	-8%	1%	-2	-32	4	?	0%
CCOc1cccc2cc(-c3csc(NC(=O)CCC(=O)N4CCC(C)CC4)n3)c(=O)oc12	1%	-14%	21	-12	-1	-22%	-4%
COCCNC(=O)CN(C(=O)CCC(=O)Nc1nccs1)c1ccccc1OC	-6%	-16%	-16	21	1	13%	5%
CCN(CC)CCN(C)Cc1nc(C(c2ccccc2)c2ccccc2)no1	12%	-11%	13	17	3	69%[activator]	1%
CN(C)CCO	·	·	14	·	9	·	7%
NC(N)=N/N=C/c1ccccc1	1%	2%	-13	6	-2	-13%	2%
Cc1ccc(C(=O)OCC(=O)Nc2ccccc2C(F)(F)F)cc1S(=O)(=O)N1CCOCC1	-13%	1%	-4	-3	-3	1%	5%
Cn1c(=O)[nH]c(=O)c2c1nc(N1CCCCCC1)n2CCCSc1nnnn1-c1ccccc1	·	?	-9	·	-2	21%	5%
C#CCOc1ccccc1C(N)=O	-1%	1%	15	-4	0	0%	2%
CC1(C)Cc2cccc(OCC(=O)OCc3nnc(-c4ccccc4)o3)c2O1	5%	?	·	-10	·	3%	·
C/C(=N\NC(=O)COc1cc(C)cc(C)c1)c1ccc(N2CCOCC2)cc1	-1%	4%	-9	-23	-3	-10%	4%
CC(C)N1CC(C(=O)Nc2cc(Cl)cc(Cl)c2)CC1=O (stereo unspecified)	2%	-8%	·	-11	-3	-5%	4%
CCCC[C@@H]1CCCO[C@@](C(=O)NCC2CC2)(C(F)(F)F)C1	·	·	-7	·	-4	·	2%
Cc1nnc(SCc2ccccc2Cl)n(N)c1=O	18%	-1%	23	16	14	-2%	-8%
COc1ccccc1C(=O)Nc1ccc2nc3n(c(=O)c2c1)CCCC3	9%	0%	23	?	2	35%	2%
O=C(c1ccc(NS(=O)(=O)c2ccc(F)cc2)cc1)N1CCN(c2ccccc2O)CC1	-3%	0%	-23	24	1	0%	·
CC(C)(C)c1cc(C=C(C#N)C#N)cc(C(C)(C)C)c1O	-13%	?	·	-100*	·	-29%	5%
O=C(CN1C(=O)CSc2ncccc21)Nc1cccc(Cl)c1	30%[activator]	?	19	27	11	-42%	-2%
CCC1(CC)NC(=O)N(CC(=O)OCC(=O)NC(=O)c2ccccc2OC)C1=O	-4%	-16%	·	-14	·	-6%	·
Cc1ccc(OCC(=O)Nc2ccc3oc(=O)ccc3c2)cc1C	-12%	?	-6	?	-4	-24%	10%
Nc1c(C(=O)Nc2ccc(Cl)cc2)oc2ccccc12	-5%	2%	175*	87	55*	-32%	-8%
CN(C)CCC1c2ccc(Cl)cc2CCc2cccnc21 (stereo unspecified) (tested in a mixture with another compound)	13%	11%	4	77	-8	35%	-5%
c1csc(-c2ncc3ccccn23)c1	-2%	4%	68*	10	40*	-17%	-11%
O=C(CN1CCCN(S(=O)(=O)c2ccc(F)cc2)CC1)Nc1cccc(F)c1	-15%	?	-3	-7	-4	10%	-6%
Cc1ccc(NC(=O)CCNC(=O)c2ccc(Cl)cc2)nc1	10%	-4%	74*	31	41*	-12%	0%
CC1CCCN(C2=NC(=O)/C(=C/c3cn(-c4ccccc4)nc3-c3cccc(S(=O)(=O)N(C)C)c3)S2)C1 (stereo unspecified)	-3%	-4%	-7	-14	-3	-10%	-8%
O=C(O)CCCCCCCCc1cn(CC2CCCCC2)nn1	6%	-17%	0	-19	-2	0%	19%
CN(C)S(=O)(=O)c1cccc(C(=O)Nc2ccccc2Cl)c1	-3%	1%	25	24	14	-4%	8%
Following part.
SMILES	AMA1 RON2 block	AmpC detergent	Shiga inhibitor	HCMV antiviral	Cycloheximide cs	AmpC no deterg	Giardia FBPA inh
COc1ccccc1CNC(=O)CCNS(=O)(=O)c1ccc2c(c1)CC(C)N2C(C)=O (stereo unspecified)	9%	-12%	18	-8	-3	-3%	1%
CC(C)(C)NC(=O)CSc1nnc(-c2ccccn2)n1Cc1ccccc1	13%	-3%	2	?	-2	43%	4%
CCOC(=O)C1C(=O)N(C(=O)c2ccc(OC)cc2)CC1c1ccccc1 (stereo unspecified)	14%	1%	16	18	9.6*	-8%	6%
CC(=O)Nc1sc2c(c1C(c1cccs1)N1CCOCC1)CCCC2 (stereo unspecified)	-1%	-10%	-13	-16	2	-2%	-11%
COc1cc(/C=N\NC(=O)CC(=O)NCCc2ccccc2)ccc1O	-4%	1%	-4	-35	1	-14%	-2%
CCOc1cc(N2CCOCC2)c(OCC)cc1NC(=O)COc1ncnc2ccccc12	-13%	?	-11	51	-1	23%	-15%
O=C(Cn1cncn1)N/N=C/c1ccc(Cl)cc1	9%	-17%	-10	-27	-4	2%	-5%
CC1CCCN(c2nc(-c3cccnc3)nc3scc(-c4ccccc4)c23)C1 (stereo unspecified)	-12%	9%	51*	-33	21*	-5%	10%
Cc1[nH]nc2c1C(CC(C)C)C(C#N)=C(N)O2 (stereo unspecified)	4%	-7%	11	34	5	-19%	-8%
COc1ccc(N2C(N)=NC(N)=NC2(C)C)cc1	-9%	-5%	-29	?	1	5%	·
COc1ccc(-c2csc(Nc3ccccc3)n2)cc1	?	-2%	97*	-9	29*	-41%	-12%
COc1cc(C(=O)NCC(=O)N/N=C/c2cccnc2)cc(OC)c1OC	4%	-12%	2	-2	-2	-2%	10%
Cc1ccc(CNC(=O)c2ccccc2NS(C)(=O)=O)cc1	-1%	-17%	-7	-17	1	-9%	-11%
C=CCOc1ccc(C(c2c(C(=O)O)[nH]c3ccccc23)c2c(C(=O)O)[nH]c3ccccc23)cc1	-11%	5%	-1	49	1	22µM*	18%
COc1ccc(C)cc1NC(=O)CCS(=O)(=O)c1ccc2c(c1)CCN2C(C)=O	7%	1%	60	-18	-2	47%	-1%
CN(C)C(=S)Nn1c(-c2ccccc2)nc2ccccc2c1=O	-8%	-6%	-6	18	6	-16%	-1%
O=C(CSCc1nc2ccccc2[nH]1)N1CCN(c2ccc(F)cc2)CC1	22%	-10%	12	-33	9	-17%	-35%
